# uPA surface inh: qHTS for Inhibitors of Cell Surface uPA Generation. cell surface uPA generation assay, qHTS. Potency, µM (series often up to 38.3 µM), for the others: top-dose activity change, negative = inhibition, actives largely listed as inhibitors. 0.31% of 330,000 active; active = well fitted inhibition curve with a large enough effect; inconclusive = small, poorly fitted or top-dose-only effect; inactive = no such curve, though single readings can be large or run the other way; tested in mouse RAW 264.7 cells; also: potency is read from the fitted curve at half-maximal effect; % is scaled to controls: 0 for no effect and ±100 for the full control effect; nearly all actives have a fitted effect of over 55% in size
# p53 reactivator: qHTS assay for re-activators of p53 using a Luc reporter | H1299 p53-A138V BP100-luciferase reporter, luminescence, 24 h | Potency, µM (doses to about 92.2 µM), inactives show at the top dose activity change, positive = activation, most hits filed as activators | 0.063% of 320,000 active | AID 504706, 2011; also: potency is read from the fitted curve at half-maximal effect; % of control where 0% means no effect; nearly all actives have a fitted effect of over 45% in size
#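 p53-null H1299 cells stably carrying temperature-sensitive p53-A138V and a BP100-luciferase reporter were pinned with compounds (4-point, 1:5 series) and held 24 hrs at 37 deg C. Luminescence was read 10 min after detection reagent.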
# ELG1 genotoxic: qHTS screen for small molecules that induce genotoxicity in human embryonic kidney (HEK293T) cells expressing luciferase-tagged ELG1; 1.3% of 330,000 active; HEK293T ELG1-luciferase reporter, luminescence, 16 h; Potency, µM (series often up to 46 µM), without a hit: at the top dose activity change, positive = activation, most hits filed as activators; also: potency is read from the fitted curve at half-maximal effect; % of control where 0% means no effect; nearly all actives have a fitted effect of over 60% in size
#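 DMSO vehicle served as control against compound-treated ELG1-luciferase HEK293T cells; exposure lasted 16 hr at 37 °C and 5% CO2, followed by ONE-Glo luminescence detection after 30 min.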
# BRCA1 expr act: qHTS Assay to Identify Small Molecule Activators of BRCA1 Expression | MCF7-BRCA1-FFLuc reporter, luminescence, 48 h; response scale: scaled: vehicle 0%, 10 µM genistein 100% | Potency, µM (doses to about 46.1 µM), for inactives: at the highest dose activation, hits mostly activators | 1.1% of 380,000 active | AID 624202, 2012; also: potency is read from the fitted curve at half-maximal effect; nearly all actives have a fitted effect of over 80% in size; some results filed as inactive show a strong effect at the top dose
#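 Activators of BRCA1 expression were detected as increased firefly luciferase luminescence in engineered MCF7 cells after 48 h compound incubation. Signals were scaled to genistein 10 microM as full activation.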
# Eya2 phos inh: qHTS Assay for Inhibitors of the Phosphatase Activity of Eya2; AID 488837, 2010; Potency, µM (doses to about 76.9 µM), without a hit: at the highest dose activity, negative = inhibition, most hits filed as inhibitors; 0.006% of 330,000 active; recombinant Eya2, OMFP fluorescence dephosphorylation (OMFP is methylfluorescein phosphate); Protein phosphatase EYA2 (Homo sapiens), O00167; also: potency is read from the fitted curve at half-maximal effect; % is scaled to controls: 0 for no effect and ±100 for the full control effect
#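 Eya2 (0.2 uM) preincubated 10 min at ambient with compound, then OMFP substrate added at 50 uM; 10 min reaction in 50 mM HEPES pH 7.5, 50 mM NaCl, 5 uM MgCl2, 0.05% BSA, 1 mM DTT. Fluorescence read at Ex 485/Em 525 nm.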
# S-ASM inh: Inhibitors of Secretory Acid Sphingomyelinase (S-ASM): qHTS; 0.006% of 340,000 active; Potency, µM (series often up to 57.5 µM), inactives show top-dose activity change, negative = inhibition, usual class: inhibitors; placental ASM, HMU-PC fluorogenic substrate, 60 min; also: potency is read from the fitted curve at half-maximal effect
# Target sequence (P17405 47-631 limits assumed): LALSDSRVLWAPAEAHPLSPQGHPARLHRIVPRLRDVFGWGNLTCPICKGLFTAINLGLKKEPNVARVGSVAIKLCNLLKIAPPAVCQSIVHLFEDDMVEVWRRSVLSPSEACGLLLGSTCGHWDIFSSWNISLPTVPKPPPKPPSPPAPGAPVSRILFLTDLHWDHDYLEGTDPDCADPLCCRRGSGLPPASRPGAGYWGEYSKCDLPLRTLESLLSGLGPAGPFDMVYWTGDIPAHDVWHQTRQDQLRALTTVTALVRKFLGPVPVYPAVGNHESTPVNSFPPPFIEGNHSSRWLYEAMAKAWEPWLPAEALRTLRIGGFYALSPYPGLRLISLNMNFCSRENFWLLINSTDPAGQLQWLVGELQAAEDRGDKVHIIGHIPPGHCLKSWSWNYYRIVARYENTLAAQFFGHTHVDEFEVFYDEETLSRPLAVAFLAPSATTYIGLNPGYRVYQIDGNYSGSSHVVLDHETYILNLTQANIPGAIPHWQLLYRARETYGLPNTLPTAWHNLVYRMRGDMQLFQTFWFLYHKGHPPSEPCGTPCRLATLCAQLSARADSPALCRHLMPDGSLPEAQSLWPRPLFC
#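 Steps: dispense placental human ASM, pin compound, wait 10 min at room temperature, add HMU-PC0 substrate at 9 uM final, incubate 60 min at 37 °C, add stop solution raising pH to 10, read fluorescence.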
# B2AR arrestin: qHTS assay of beta-arrestin-biased ligands of beta2-adrenergic receptor. Beta-2 adrenergic receptor (Homo sapiens), P07550. beta-arrestin recruitment to beta2AR, cell-based reporter. Potency, µM (titrated, usually from 46.1 µM), inactives show top-dose activation, usual class: activators. 0.02% of 330,000 active;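 also: potency is read from the fitted curve at half-maximal effect; 0% = DMSO controls and full agonism = EC100 isoproterenol or metaproterenol; nearly all actives have a fitted effect of over 65% in size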
# USP2a block: qHTS Assay for Inhibitors of Ubiquitin-specific Protease USP2a Using CHOP2 as the Reporter; 0.01% of 330,000 active; Ubiquitin carboxyl-terminal hydrolase 2 (Homo sapiens), O75604; USP2 core, Ub-CHOP2 coupled fluorogenic reporter, 485/531; Potency, µM (top dose mostly 38.3 µM), without a hit: at the highest dose activity change, negative = inhibition, actives largely listed as inhibitors;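 also: potency is read from the fitted curve at half-maximal effect; plate controls were DMSO wells for no effect and full inhibition by NEM control for full effect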
#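 Deubiquitinase activity read as fluorescence (485/531 nm) after Ub-CHOP2 cleavage activates the enterokinase reporter on its substrate; USP2 core 10nM, Ub-CHOP2 and substrate 25nM each, 30min compound preincubation then 60min RT; data normalized to NEM, curves fitted.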
# Integrin act MD: qHTS for Activators of Integrin-Mediated Alleviation for Muscular Dystrophy; alpha7betagal myoblasts, beta-gal FDG fluorescence, 48 h; Potency, µM (top dose mostly 38.3 µM), for the others: top-dose activation, most hits filed as activators; 0.064% of 350,000 active; AID 624291, 2012;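 also: potency is read from the fitted curve at half-maximal effect; 100% = response of the positive control SU9516; nearly all actives have a fitted effect of over 60% in size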
#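 alpha7betagal+/- myoblasts (passage 13, 250/well) treated 48 h at 37C with compounds at 1:260 dilution of DMSO stock. Lysed, then beta-galactosidase activity read as FDG fluorescence (ex 480/em 540) after 30 min, with pre-read for autofluorescence.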
# TRPV1 ag: HTS Assay for Compounds that Act as Agonists of the Vanilloid Receptor 1; activation, % at 8.33 µM; Transient receptor potential cation channel subfamily V member 1 (Homo sapiens), Q8NER1; TRPV1-expressing cells, Fluo-8 calcium influx, agonist mode; 0.19% of 320,000 active; in the data active = activation above about 80%; inconclusive = between about 30% and that limit; also: 0% is about no effect
#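 TRPV1-expressing cells were cultured overnight at 35.5C and loaded with Fluo-8 calcium dye for 40 to 90 min at room temperature. After a 10 s baseline, compound was added and calcium influx was read kinetically for 3 min (ex 480/em 520 nm).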
# TSG101-PTAP inh: qHTS Assay for Iinhibitors of HIV-1 Budding by Blocking the Interaction of PTAP/TSG101; Tumor susceptibility gene 101 protein (Homo sapiens), Q99816; Fluorescence polarization, FITC-PTAP peptide / Tsg101 binding; Potency, µM (doses to about 115 µM), inactives show at the highest dose activity change, negative = inhibition, most hits filed as inhibitors; 340,000 tested, under 10 active; active = well fitted inhibition curve with a large enough effect in the main read-out, with a control signal flat, not every such curve was filed as active; inconclusive = small, poorly fitted or top-dose-only effect, or effect the other way, or a change in a side signal; inactive = no such curve, though single readings can be large or run the other way; also: potency is read from the fitted curve at half-maximal effect; % of control where 0% means no effect
# Target sequence (Q99816 whole entry, looked up): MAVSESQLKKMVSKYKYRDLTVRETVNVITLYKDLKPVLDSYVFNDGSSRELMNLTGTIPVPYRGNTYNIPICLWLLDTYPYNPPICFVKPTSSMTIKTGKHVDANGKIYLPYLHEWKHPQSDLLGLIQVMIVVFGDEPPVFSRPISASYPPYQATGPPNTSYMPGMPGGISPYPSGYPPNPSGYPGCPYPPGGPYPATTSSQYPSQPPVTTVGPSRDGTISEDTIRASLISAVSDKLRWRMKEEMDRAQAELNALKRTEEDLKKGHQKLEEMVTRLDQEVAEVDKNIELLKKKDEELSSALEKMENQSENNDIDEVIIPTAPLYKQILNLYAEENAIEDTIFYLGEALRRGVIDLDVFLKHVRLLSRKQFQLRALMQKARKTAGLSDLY
#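 Fluorescence polarization binding of Tsg101 binding domain (10 uM final) to FITC-labeled PTAP peptide (50 nM final) in HEPES pH 7.5 buffer with NaCl, Tween 20, EDTA, TCEP. Compounds added before peptide; binding 20 min at RT.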
# Starred values were filed as active, the others as inactive; ? = inconclusive; / = no result given; [ ] = dose if it differs, or a comment. Unless noted, calls follow the shape of the dose curve; as a rule, active = well fitted curve in the direction sought with a large enough effect; inconclusive = small, poorly fitted or top-dose-only effect, or another doubt; inactive = no such curve, though single readings can be large; an effect the other way counts as inactive or inconclusive.
SMILES,uPA surface inh,p53 reactivator,ELG1 genotoxic,BRCA1 expr act,Eya2 phos inh,S-ASM inh,B2AR arrestin,USP2a block,Integrin act MD,TRPV1 ag,TSG101-PTAP inh
[O-][N+]12CCN(CC1)c1ccccc12,4%,-1%,1%,-2%,-1%,0%,-0.2%,1%,6%,-1,-2%
CC1CCc2c(sc3ncn4c(SCC(=O)NCc5ccco5)nnc4c23)C1 (stereo not given),10%,2%,1%,0%,-6%,0%,-0.3%,0%,-28%,0,-3%
O=C(CSc1nc2cc(Cl)ccc2s1)NC(=O)NCc1ccco1,-2%,-3%,-4%,7%,23%,0%,0.2%,-1%,-6%,-1,-7%
Cn1c(CN2CCCC2)nc2cc(NC(=O)COc3ccc(Cl)cc3)ccc21,0%,-6%,-7%,-45%,-17%,-3%,0.3%,1%,-24%,-3,-5%
Nc1nc(N2CCCCC2)nc2ccccc12,4%,?,0%,24%,1%,/,-0.7%,-1%,3%,2,-6%
Cc1cccc(NC(=O)C2CCN(C(=O)NC3CCCCC3)CC2)c1,-5%,-4%,2%,15%,16%,1%,-0.5%,2%,3%,25,7%
CCCC(=O)Nc1ccc(S(=O)(=O)N2CCCC2)cc1,-6%,-1%,0%,0%,9%,-3%,0.1%,1%,-15%,4,-5%
CC(=O)Nc1sc2c(c1C#N)CCCC2,-6%,/,/,0%,/,-3%,/,/,18%,-1,1%
CCCOc1ccc(C(=O)N2CC3(CC(c4cccc(NC(=O)[C@@H]5CCC(=O)N5)c4)=NO3)C[C@H]2C(=O)NC2(C(N)=O)CC2)cc1 (stereo not given in full),7%,5%,-1%,16%,?,0%,-0.9%,3%,18%,-4,-5%
CC(C)C[C@H]1CNC(=S)N1CC1CCCN1C[C@H](Cc1ccccc1)N1C[C@H](Cc2ccc(O)cc2)N(CC2CCCCC2)C1=S (stereo not given in full),?,/,/,-70%,/,?,/,/,0%,/,-1%
COc1ccccc1NC(=O)Cc1nc(CCl)cs1,-3%,-4%,0%,-24%,3%,3%,-1.5%,2%,-42%[inhibitor],0,-4%
Cc1nnc(C)n1/N=C/c1cccnc1,2%,-6%,0%,-27%,24%,-1%,-0.8%,4%,4%,-4,-6%
CN(CC(=O)Nc1ccc(N2CCOCC2)cc1)C(=O)CCc1ccccc1Cl,4%,-4%,0%,4%,3%,-2%,0.1%,1%,16%,6,1%
CCOc1ccccc1NC(=S)NC(=O)CCCOc1ccc(Cl)cc1Cl,3%,3%,0%,-9%,2%,-7%,-0.9%,-12%,7%,-8,0%
N#CCc1cccnc1Sc1ccc(Cl)cc1,-15%,/,/,0%,/,-3%,/,/,20%,/,-2%
CCS(=O)(=O)c1nc(S(=O)(=O)c2ccc(C)cc2)c(N2CCC3(CC2)OCCO3)s1,-10%,2%,-1%,-28%,0%,-4%,4.4%,-1%,-36%[inhibitor],1,-6%
OC(COCCOc1ccc(Br)cc1)CN1CCN(Cc2ccccc2)CC1 (stereo not given),-4%,3%,0%,-55%,-3%,4%,-0.6%,0%,-59%[inhibitor],-1,-4%
COc1ccccc1NC(=O)CCN1CCN(C)CC1,21%,-2%,-1%,-8%,2%,2%,-0.6%,1%,-7%,0,-7%
O=C(Nc1cccc(C2OCCCO2)c1)c1cccs1,3%,-18%,-2%,16%,-5%,1%,-1.2%,5%,4%,11,-1%
CCN(Cc1ccccc1)CC(O)COc1ccccc1 (stereo not given),8%,0%,-1%,11%,16%,1%,0.1%,1%,-9%,2,-8%
O=C(c1ccncc1)N1CCN(C2CCCCC2)CC1,-1%,1%,0%,46%,3%,0%,0.0%,-1%,11%,0,-3%
CCOc1ccccc1NC(=O)NC1(C(=O)NCC2CCCO2)CCCCC1 (stereo not given),14%,1%,0%,-25%,-7%,0%,0.1%,3%,-28%,1,-2%
CC(=O)NCCn1c(SCc2ccccc2C)nc2ccccc2c1=O,-3%,-5%,-7%,-4%[1.84 µM],-17%,-4%,0.2%,-7%,19%,?,-5%
Cc1nn(C)c(Cl)c1C(=O)NC(C(=O)O)c1ccccc1 (stereo not given),-1%,3%,1%,-27%,4%,0%,-0.5%,10%,17%,-3,-6%
CCN(CC1COc2ccccc2O1)C(=S)NC1CC2CCC1C2 (stereo not given),-12%,12%,-9%,2%,1%,-1%,-0.5%,1%,?,?,-11%

# (next part)
SMILES,uPA surface inh,p53 reactivator,ELG1 genotoxic,BRCA1 expr act,Eya2 phos inh,S-ASM inh,B2AR arrestin,USP2a block,Integrin act MD,TRPV1 ag,TSG101-PTAP inh
O=C(OCCOc1ccccc1F)c1cc(S(=O)(=O)N2CCOCC2)ccc1F,2%,/,/,0%,/,-3%,/,/,12%,/,-9%
COc1ccc(N=C2SCC(=O)N2Cc2ccccc2)cc1,3%,-3%,9%,-5%,-2%,1%,0.0%,-12%,12%,5,-2%
COc1ccc(N2CCN(C(=O)c3cccnc3)CC2)c([N+](=O)[O-])c1,2%,-4%,-3%,-17%,21%,-3%,-0.6%,0%,0%,1,1%
CC(C)Cc1nnc(NC(=O)CCN2C(=O)c3ccccc3C2=O)s1,9%,-1%,-3%,25%,1%,3%,0.3%,-1%,30%,-3,-1%
CCOc1ccc(CC2c3cc(OCC)c(OCC)cc3CCN2C(=O)CN2CCN(C)CC2)cc1OCC (stereo not given),-1%,-4%,3%,-20%,-20%,0%,0.5%,2%,22%,-1,-3%
Cc1cccc(NC(=O)CNc2cc(C)ccc2C)c1,4%,4%,1%,13µM*,17%,2%,0.2%,4%,10%,19,-1%
C=C(C)CSc1nnc([C@@H]2CCCN2)o1,6%,3%,0%,-31%,11%,1%,-0.6%,0%,0%,-1,1%
CC(=O)c1ccc(NC(=O)CC2S/C(=N/N=C3CCCCCC3)NC2=O)cc1 (stereo not given),4%,/,-5%,10%,-4%,-15%,-0.3%,1%,-12%,1,-3%
CC(C)Cc1nc2ccccc2[nH]1,-12%,-2%,1%,2%,?,4%,0.1%,0%,2%,3,-1%
O=C(NCCF)C1Nc2ccc(OC(F)(F)F)cc2C2C=CCC12 (stereo not given),-8%,/,/,-2%,/,1%,/,/,-4%,/,-1%
CCCOc1cccc(-c2nn(-c3ccccc3)cc2/C=C(\C#N)C(=O)NCCCn2ccnc2)c1,?,-13%,-6%,-37%,0%,-1%,-0.8%,0%,-11%,?,1%
Cc1ccc2cccc(S(=O)(=O)Nc3ccc4c(c3)OCO4)c2n1,/,-25%,5%,-3%,9%,0%,-0.3%,0%,9%[7.66 µM],-2,-8%
COC(=O)c1ccc(CSc2cc(C)c3ccccc3n2)o1,3%,13%,0%,3%,-2%,-4%,13%,-1%,-8%,2,-9%
c1ccc(C(c2nnnn2Cc2cccs2)N2CCN(C3CCCC3)CC2)cc1 (stereo not given),-1%,-3%,-7%,-8%,-4%,-2%,-0.5%,0%,-14%,0,0%
CCOC(=O)N1CCC(N2Cc3cccc(C(=O)N4CCN(c5cccc(Cl)c5)CC4)c3C2=O)CC1,-13%,-3%,-11%,-36%,6%,0%,-0.1%,-6%,-10%,2,-5%
COc1ccc(OC)c(NC(=O)CSc2nc(C)cs2)c1,1%,-4%,0%,11%,17%,-1%,0.0%,-1%,-3%,-1,0%
O=C(CCN1CCN(CC(=O)Nc2ccccc2F)CC1)Nc1ccccc1F,5%,-8%,-1%,-3%,12%,6%,0.5%,2%,12%,2,-2%
Cc1cc(C)nc(/N=C(\N)Nc2ccc(F)c([N+](=O)[O-])c2)n1,-2%,4%,-3%,-64%,6%,1%,-0.6%,1%,-23%,/,-1%
Cn1c(=S)n(/N=C/c2ccc3c(c2)OCO3)c2ccccc21,6%,6%,7%,-11%,-5%,-4%,-0.9%,-1%,22%,9,-4%

# Screening results: PubChem BioAssay, National Center for Advancing Translational Sciences (NCATS)

# Not a hit list; 2.6% or so of the library scored in one or more.
